All columns: NCI-60 one-dose screen, growth in % after 48 h at 10 µM unless noted; 100 = growth as untreated, 0 = no growth, -100 = all killed.
HCC-2998: HCC-2998 colon cancer; 79,000 compounds, 4.7% hits
SF-539: SF-539 CNS cancer; AID 1794752; 81,000 compounds, 6.8% hits
DU-145: DU-145 prostate cancer. 81,000 compounds, 4.2% hits. AID 1794760
PC-3: PC-3 prostate cancer cells | 80,000 compounds, 3.9% hits | AID 1794754
SNB-75: SNB-75 CNS cancer; 79,000 compounds, 5% hits
HT29: HT29 colon cancer | 81,000 compounds, 7.4% hits
KM12: KM12 colon cancer cells | 82,000 compounds, 5% hits
SNB-19: SNB-19 CNS cancer cells; 81,000 compounds, 2.5% hits
SW-620: SW-620 colon cancer; 82,000 compounds, 5.2% hits; AID 1794795
* marks the source's active call; other numbers are inactive results; nt = no result given; & = joins results of further samples; [ ] = remark or other dose. The calls were made as follows: active = growth percent below 10; inactive = the rest.

The line under a structure holds: HCC-2998	SF-539	DU-145	PC-3	SNB-75	HT29	KM12	SNB-19	SW-620
Cc1cccc(CN)n1
 : 109	109	108	100	98	98	112	101	107
O=c1c2cccnc2nc(-c2ccc(F)cc2)n1-c1ccc(S(=O)(=O)Nc2ncccn2)cc1
 : 95	92	106	81	83	89	99	96	98
O=c1c(-c2nc(=S)[nH][nH]2)cnc2nc[nH]n12
 : 104	98	104	98	94	88	106	101	97
C=CCNc1nc(NN2C(=O)c3cccc4cccc(c34)C2=O)nc(N2CCOCC2)n1
 : 104	99	103	109	91	113	101	95	96
CCCCCCSC(=S)NC1c2ccccc2Oc2ccccc21
 : 102	99	116	88	87	94	115	106	92
COc1ccc(CCN(CC(=O)N(CC(N)=O)C2CCC[C@@H]2OCc2ccccc2)C(=O)CN(C(=O)CN(CCc2ccc(Cl)cc2)C(=O)CN(C(=O)CN(C)Cc2ccccc2F)[C@H](C)C2CCCCC2)[C@H](C)C2CCCCC2)cc1OC (some centres undefined)
 : 0.4*	34	44	15	54	0.4*	20	34	53
COC(=O)C1=C(C(=O)c2cccc(OC)c2OC)C(c2c(F)cccc2Cl)C(C#N)=C(N)O1 (centres undefined)
 : nt	97	107	99	89	100	103	112	104
C=C(C)[C@@H]1CC[C@]2(C(N)=O)CC[C@]3(C)[C@H](CC[C@@H]4[C@@]5(C)C/C(=C/c6ccncc6)C(=O)C(C)(C)[C@@H]5CC[C@]43C)[C@@H]12
 : 80	80	85	32	46	57	61	77	71
COC(=O)C(C(=O)OC)C(CC(=O)c1ccc(Br)cc1)c1ccccc1 (centres undefined)
 : 104	100	105	91	84	94	107	102	101
COc1ccc(/C=C/c2c(C(C)=O)c(C)nc3ccccc23)cc1
 : 93	nt	98	76	nt	80	93	82	87
CC1(n2nnnc2N2CCCN(c3ncccc3N)CC2)CCC1
 : 108	95	109	75	82	108	102	99	104
COc1ccc2cc([C@H](C)C(=O)Oc3cc(C)ccc3C(C)C)ccc2c1
 : 112	103	107	105	94	100	105	95	104
COc1cc(C(=O)N2CCN(c3ccccc3)CC2)c2ccccc2n1
 : -20*	-4.8*	1.6*	36	21	-19*	2.3*	28	25
c1ccc(C(CN2CCOCC2)c2ccccc2)cc1
 : 106	103	106	85	88	73	101	98	104
CC(C)c1ccc(NC(=O)Cc2ccc(Nc3ncnc4cc(-c5cnn(CCN(C)C)c5)ccc34)cc2)cc1
 : -80*[30 µM]	-89*[30 µM]	-97*[30 µM]	-78*[30 µM]	-83*[30 µM]	-45*[30 µM]	-86*[30 µM]	-86*[30 µM]	-83*[30 µM]

Part of the list above, reformatted.
SMILES | HCC-2998 | SF-539 | DU-145 | PC-3 | SNB-75 | HT29 | KM12 | SNB-19 | SW-620
O=c1c2cccnc2nc(-c2ccc(F)cc2)n1-c1ccc(S(=O)(=O)Nc2ncccn2)cc1 | 95 | 92 | 106 | 81 | 83 | 89 | 99 | 96 | 98
CC(C)c1ccc(NC(=O)Cc2ccc(Nc3ncnc4cc(-c5cnn(CCN(C)C)c5)ccc34)cc2)cc1 | -80*[30 µM] | -89*[30 µM] | -97*[30 µM] | -78*[30 µM] | -83*[30 µM] | -45*[30 µM] | -86*[30 µM] | -86*[30 µM] | -83*[30 µM]

More records follow:
The line under a structure holds: HCC-2998	SF-539	DU-145	PC-3	SNB-75	HT29	KM12	SNB-19	SW-620
CCCCCCCCCCCCCCCCCCCCCCOC(=O)CCC(=O)OCCCCCCCCCCCCCCCCCCCCCC
 : 105	101	107	101	91	113	104	nt	105
COc1cc(/C=C\c2cc(/C=C\c3ccc(O)c(OC)c3)n(C(=O)COc3ccc(Cl)cc3Cl)n2)ccc1O
 : 38	8.6*	17	10	5.1*	2.9*	9.9*	29	17
CCOC(=O)c1cnn(CC(C)O)c1NC(=O)NCc1cccc(C(F)(F)F)c1 (centres undefined)
 : 100	93	95	74	91	85	106	102	105
O=CC(CO)OC(C=O)n1ccc(=O)[nH]c1=O (centres undefined)
 : 101	83	102	92	108	98	111	122	102
O=S1(=O)CCN(Cc2ccncc2)CC1
 : 100	99	110	106	95	98	108	103	100
CSc1nc(=O)n(Cc2ccc(Cl)cc2)c(=O)n1Cc1ccc(C)cc1
 : 97	104	104	89	84	101	96	99	108
Cc1cn(-c2cc(NC(=O)c3cncc(C#Cc4cnc5ccc(OCCCS(C)(=O)=O)nn45)c3)cc(C(F)(F)F)c2)cn1
 : 17	6.3*	13	53	14	16	-18*	19	8.6*
CC(=O)NS(=O)(=O)c1ccc(NC(=O)c2ccccc2C(=O)O)cc1
 : 109&104&108	100&100&102	111&104	105&98&100	91&89&81	99&97&108	97&102&107	98&120&97	110&104&91
CCOC(=O)c1c(C)nc2c(c1N)/C(=C/c1cccs1)C(=O)N2Cc1ccccc1
 : 96	91	62	52	73	57	40	68	58
O=C1/C(=C/c2cc(C(F)(F)F)ccc2Cl)Cc2cc3c(cc21)OCO3
 : 95	89	94	59	73	83	62	82	73
CNC(=O)CNC(N)=O
 : 117	107	112	97	93	105	106	105	102
O=c1oc(-c2ccc(Cl)cc2)nc2cc(Cl)ccc12
 : 108	112	96	98	90	104	94	94	92
COc1ccc(-c2ccc(C)n2-c2ccc(-c3nc4cc(Cl)ccc4s3)cc2)cc1
 : 92	109	112	113	nt	100	89	103	103
NS(N)(=O)=O
 : nt	108	115	101	92	116	108	99	106
CCCCCCCOc1ccc(C(=O)Nc2ccc(C)cc2C(=O)O)cc1
 : 114	100	94	71	87	107	43	58	90
CCCCCSC1CCCC1
 : 102	105	108	102	96	111	106	105	104
COc1ccc(/C=C/C(=O)c2sc(N3N=C(c4ccc(N(C)C)cc4)CC3C)nc2C)cc1 (centres undefined)
 : 109	101	106	99	103	104	103	97	100
CC(=O)OCC(=O)O[C@@H]1C[C@]2(C(C)C)O[C@@]1(C)[C@@H]1CC[C@@H](C)[C@H]1[C@@H]2OC(=O)/C=C/c1ccccc1
 : 101	92	101	59	62	82	90	87	104
CCCc1nc(C(C)(C)O)c(C(=O)OCc2oc(=O)oc2C)n1Cc1ccc(-c2ccccc2-c2nn[nH]n2)cc1
 : 96	99	104	88	100	107	106	nt	111
COc1cc(CNC(=O)/C=C/C=C/c2ccc3c(c2)OCO3)ccc1OCc1cn(-c2ccc(C#N)cc2)nn1
 : 96	76	96	90	86	94	92	85	92
CCOC(=O)c1[nH]n(-c2ccccc2)c(=O)c1/C=N/C(N)=S
 : 111	103	109	110	88	100	97	107	100
C#CC(O)c1ccc(Cl)cc1Cl (centres undefined)
 : 91	104	121	90	99	102	119	99	101
O=[N+]([O-])c1ccc(-c2nc(N3CCOCC3)c3c4c(sc3n2)CCCC4)cc1
 : 102	102	113	101	77	95	95	115	95
CC(O)C(=O)OCCOc1ccccc1 (centres undefined)
 : 103	119	113	103	106	107	114	110	106
CCOC(CN1CCOCC1)OCC
 : 110	103	104	90	86	99	107	108	106
CCSc1ccc([C@@H]2[C@@H](O)C(=O)N2c2cc(OC)c(OC)c(OC)c2)cc1
 : 30	1.7*	13	28	86	9.3*	11	35	22
O=C1C(CCl)(CCl)CCC12CN=C(Cl)C2 (centres undefined)
 : 114	100	117	105	96	119	109	105	105
CCOC(=O)C(C)(C)O
 : 86	104	105	98	100	106	103	103	106
NC(=O)C(=O)NCCCCC(=O)Nc1ccccc1
 : 102	98	104	106	94	113	105	95	100
C#CCOC(=O)c1ccc(Cl)cc1
 : 114	106	105	98	99	111	107	106	103
O=C(Nc1ccc2[nH]c(=S)sc2c1)Nc1ccccc1F
 : 92	101	115	nt	84	101	98	92	112
CCN1C(=O)/C(=C2\S/C(=N\Nc3ccccc3)N(C)C2=O)c2ccccc21
 : 105	97	106	94	102	97	99	97	107
Cc1c(Cl)cccc1NC(=O)c1sc2nc3c(cc2c1N)CCCCC3
 : 56	14	16	38	10.0*	9.1*	25	34	25
FC(F)(F)c1cc(-c2nnc3n2NC(=NC2CCCC2)CS3)cc(C(F)(F)F)c1
 : nt	109	113	94	108	107	108	105	110
CCC(Br)C(=O)Nc1ccccc1C (centres undefined)
 : 105	100	97	94	87	115	103	104	102
CC[C@@H]1C(=O)N(C)c2cnc(Nc3ccc(C(=O)NC4CCN(C)CC4)cc3OC)nc2N1C1CCCC1
 : -29*	-82*	9.7*	28	-0.6*	-3.9*	13	31	12
CCCCc1ccc(C(N)=O)nc1
 : 110	105	102	99	79	109	100	102	-90*
Nc1ccn(C2CCCCO2)c(=O)n1 (centres undefined)
 : 109	110	110	105	95	98	109	103	100
CCN=C1C=CC(=C(c2ccc(N)cc2)c2ccc(N(CC)CC)c(C)c2)C=C1
 : -4.2*	-31*	-21*	-5.3*	-28*	5.8*	-88*	12	4.2*
O=C(CNc1nnc(-c2ccc(Cl)cc2)o1)Nc1ccc(-c2nc3ccccc3s2)cc1
 : 94	97	98	89	86	96	97	91	110
CO/N=C(/C(=O)NC1C(=O)N2C(C(=O)OC(C)OC(C)=O)=C(COC(N)=O)CSC12)c1ccco1 (centres undefined)
 : 98	105	112	97	110	98	106	106	111
C#CC1(OCC(O)CO)CCCCC1 (centres undefined)
 : 108	119	114	132	99	115	108	nt	101
O=c1c(-c2nc3ccccc3[nH]2)cc2ccccc2n1Cc1cn(Cc2ccccc2Cl)nn1
 : 78	4.1*	18	37	-41*	0.5*	45	55	37
COc1ccc(-c2cc(-c3cccs3)c(C#N)c(=O)[nH]2)c(OC)c1
 : 105	80	68	94	68	104	86	92	104
CC(=O)c1c(C)n(-c2ccc3c(c2)OCO3)c2c1c(-c1ccccn1)nc1ccccc12
 : 103	102	89	88	83	89	97	94	96

Pulled by structure from the entries so far, 5 records:
The line under a structure holds: HCC-2998	SF-539	DU-145	PC-3	SNB-75	HT29	KM12	SNB-19	SW-620
O=C(CNc1nnc(-c2ccc(Cl)cc2)o1)Nc1ccc(-c2nc3ccccc3s2)cc1
 : 94	97	98	89	86	96	97	91	110
O=c1c(-c2nc3ccccc3[nH]2)cc2ccccc2n1Cc1cn(Cc2ccccc2Cl)nn1
 : 78	4.1*	18	37	-41*	0.5*	45	55	37
O=C(Nc1ccc2[nH]c(=S)sc2c1)Nc1ccccc1F
 : 92	101	115	nt	84	101	98	92	112
Cc1c(Cl)cccc1NC(=O)c1sc2nc3c(cc2c1N)CCCCC3
 : 56	14	16	38	10.0*	9.1*	25	34	25
C#CC1(OCC(O)CO)CCCCC1 (centres undefined)
 : 108	119	114	132	99	115	108	nt	101

Other records
The line under a structure holds: HCC-2998	SF-539	DU-145	PC-3	SNB-75	HT29	KM12	SNB-19	SW-620
O=C(Nc1ccc(Cl)c(Cl)c1)Nc1n[nH]c(-c2ccccc2)n1
 : 110	98	112	78	88	110	102	97	105
NC(=S)N/N=C/Cc1ccccc1
 : 113	109	110	91	110	95	107	104	102
COc1ccc(F)cc1/C=C/C(=O)/C=C(/C=C/c1cc(F)ccc1OC)OB(F)F
 : 104	61	38	29	84	18	74	72	14
COc1cc(-c2nn3c(/C=C4/C(=O)Nc5ccccc54)c(-c4ccc(C)cc4)nc3s2)cc(OC)c1OC
 : 85	82	14	86	18	26	51	88	55
COC1=CC(c2ccc[nH]2)=N/C1=C\c1[nH]c(C)c(C(=O)CCCCCCCCC(=O)O[C@H]2CC[C@H]3C4CCc5cc(O)ccc5C4CC[C@]23C)c1C (some centres undefined)
 : 26	32	32	23	20	14	17	56	6.6*
COc1cc(C(C)O)ccc1OC(=O)c1ccccc1 (centres undefined)
 : 113	113	109	87	111	112	104	112	105
O=C(Nc1nc2cc(Cl)ccc2o1)c1ccc(C(=O)Nc2nc3cc(Cl)ccc3o2)cc1
 : 92	65	98	66	84	106	79	53	87
Cc1c(C)c2ccc(OCc3nnc(Nc4ccccc4)s3)cc2oc1=O
 : 103	103	99	55	102	79	70	87	90
CC(=O)c1ccc(NC(=O)CN2CCN(c3cc(=O)n(-c4ccccc4)c4ccccc34)CC2)cc1
 : 99	100	96	87	94	103	105	90	99

Screening data: PubChem, NCI
